Bioassay records from PubChem BioAssay.
M1 PAM parental – counter-screen for M1 PAMs: effect in parental CHO-K1 cells | ATP EC20, Fluo-8 calcium fluorescence; 0% at ATP EC20, 100% at ATP max | activation, % at 3 µM | 360,000 tested, 0.02% active;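 active means activation above the run cutoff, the mean activation of all test compounds plus 3 SD, cut at about 40% in these data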;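 further: peak over basal fluorescence ratio in a 140 s read after ATP addition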
M1 PAM – human CHRM1 positive allosteric modulation; CHO-K1 hM1, Fluo-8 calcium fluorescence, ACh EC20; 0% = ACh EC20, 100% = maximal ACh; 360,000 tested, 0.088% active; activation, % at 3 µM; P11229; in the data active means activation above about 19%, passing the limit was not always enough
Target sequence (P11229 whole entry, looked up): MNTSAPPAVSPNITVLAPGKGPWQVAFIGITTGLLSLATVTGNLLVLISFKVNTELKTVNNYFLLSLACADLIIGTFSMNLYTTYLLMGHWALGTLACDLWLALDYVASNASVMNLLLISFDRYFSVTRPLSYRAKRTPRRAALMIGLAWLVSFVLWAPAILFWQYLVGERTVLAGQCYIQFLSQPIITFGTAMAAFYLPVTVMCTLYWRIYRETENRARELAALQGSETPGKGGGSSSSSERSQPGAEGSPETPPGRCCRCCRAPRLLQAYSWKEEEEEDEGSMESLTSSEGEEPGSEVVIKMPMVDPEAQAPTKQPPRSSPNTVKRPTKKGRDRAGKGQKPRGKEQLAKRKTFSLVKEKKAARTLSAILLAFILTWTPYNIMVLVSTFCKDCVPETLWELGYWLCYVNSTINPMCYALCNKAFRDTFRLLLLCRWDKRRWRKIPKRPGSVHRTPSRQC
CHO parental Ca – counter-screen for OX1R antagonists: effect in parental CHO cells; parental CHO-K1, ATP-induced calcium, Fluo-8 fluorescence; inhibition, % at 5.6 µM; 330,000 tested, 0.63% active;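 active means inhibition above that plate's mean sample inhibition plus 3 SD, cut at about 26% in these data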;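 further: 0% = ATP-challenged DMSO wells and 100% = DMSO wells without ATP; some compounds past the cut are filed as inactive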
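Test system: untransfected parental CHO cell line; also added: ATP stimulus; dosing: 5.6 µM, single dose; signal: calcium-sensitive Fluo-8 fluorescence; measure: percent inhibition of ATP-evoked calcium rise, normalized to controls; benchmarks: low control ATP plus DMSO, high control DMSO only; replication: one well per compound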
M1 ag – human M1 muscarinic receptor agonism | P11229 | 360,000 tested, 0.33% active | AID 588814 | activation, % at 3 µM | CHO-K1 hM1, Fluo-8 calcium fluorescence, agonist mode; 0% DMSO, 100% acetylcholine EC100;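 active means activation above the run's mean compound activation plus 3 SD, cut at about 16% in these data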;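 further: peak over basal fluorescence ratio within a 140 s kinetic read after compound addition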
CHO-K1 Ca ag – counter-screen for M1 agonists: effect in parental CHO-K1 cells | Fluo-8 calcium fluorescence; scaled to maximal ATP response, vehicle zero | activation, % at 3 µM | 360,000 tested, 0.48% active | AID 602248; in the data active means activation above about 15%;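 further: untransfected CHO-K1 host cells lacking M1 receptor as counterscreen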
CHRM1 antagonist – blocks human M1 muscarinic receptor | P11229 | CHO-K1 hM1, Fluo-8 calcium fluorescence, ACh EC80 antagonist | inhibition, % at 3 µM | 360,000 tested, 1.3% active | AID 588852;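 active means percent inhibition above its own plate's cutoff, namely the mean of that plate's compound wells plus 3 SD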;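 further: peak over basal fluorescence ratio during 140 s after agonist addition; 0% = ACh EC80 plus DMSO and 100% = DMSO alone without agonist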
TAAR1 antag – human TAAR1 antagonism; inhibition, % at 3 µM; Q96RJ0; CHO RD-HGA16 TAAR1, Fluo-8 calcium fluorescence, antagonist; 360,000 tested, 1.5% active;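 active means inhibition above a per-plate cutoff, the mean inhibition of test compounds on that plate plus 3 SD, cut at about 49% in these data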;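 further: 0% = DMSO plus EC80 beta-PEA response and 100% = DMSO alone without agonist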
Target sequence (Q96RJ0 whole entry, looked up): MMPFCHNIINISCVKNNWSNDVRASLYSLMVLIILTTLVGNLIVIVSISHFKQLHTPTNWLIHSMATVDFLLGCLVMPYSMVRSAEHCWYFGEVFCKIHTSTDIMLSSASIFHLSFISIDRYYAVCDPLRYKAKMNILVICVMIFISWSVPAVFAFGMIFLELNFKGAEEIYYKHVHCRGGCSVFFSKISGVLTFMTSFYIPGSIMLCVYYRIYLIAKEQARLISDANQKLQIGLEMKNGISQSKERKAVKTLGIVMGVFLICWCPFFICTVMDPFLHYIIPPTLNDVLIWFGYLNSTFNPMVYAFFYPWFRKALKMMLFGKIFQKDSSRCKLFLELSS
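test system = CHO RD-HGA16 cells bearing hTAAR1 | replication = singlicate | controls = DMSO-only wells and EC80 β-PEA-stimulated wells | reagent = EC80 β-phenethylamine stimulus | read-out basis = percent inhibition of PEA-evoked calcium signal, max/basal emission ratio | schedule = seeding 17-24 h prior, 75-min 37 °C, 30-min RT dye loading | signal = kinetic Fluo-8 calcium fluorescence measurement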
CHO-K1 Ca antag – counter-screen for M1 antagonists: effect in parental CHO-K1 cells. ATP-induced calcium, Fluo-8 fluorescence. inhibition, % at 3 µM. 360,000 tested, 0.6% active. AID 602250;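 active means inhibition above a per-plate cutoff, the plate's mean sample inhibition plus 3 SD, cut at about 24% in these data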;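 further: 0% = DMSO plus EC80 ATP and 100% = DMSO alone without ATP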
TAAR1 agonist – agonists of human TAAR1; activation, % at 3 µM; 360,000 tested, 0.99% active; AID 624467; CHO RD-HGA16 TAAR1, Fluo-8 calcium fluorescence; vehicle wells 0%, saturating PEA agonist 100%;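 active means activation above the mean activation of all test compounds in the run plus 3 SD, cut at about 38% in these data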
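System: CHO-derived RD-HGA16 cells with stable Gα16 and human TAAR1. Times: 17-24 h plating, Fluo-8 75 min 37 °C, 30 min RT. Measured by: calcium-sensitive Fluo-8 signal, excitation 470-495, emission 515-575 nm. Read-out basis: % activation relative to PEA EC100 response. Control set: DMSO and PEA EC100. Repeats: no replicates (n 1).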
Starred values were filed as active, the others as inactive; x = not tested or not shown. Not a hit list, and some 4.4% of all compounds hit somewhere here.

mol	M1 PAM parental	M1 PAM	CHO parental Ca	M1 ag	CHO-K1 Ca ag	CHRM1 antagonist	TAAR1 antag	CHO-K1 Ca antag	TAAR1 agonist
O=C(Nc1cccc(C(=O)NC2CCCCC2)c1)c1ccccc1	-5	9	2	-5	1.1	-6	-15	-16	0
COC(=O)c1ccccc1NC(=O)C1CC(=O)N(c2ccc(C)c(C)c2)C1 (stereo not drawn)	6	5	-12	-2	0.4	-7	6	-3	2
COc1ccc(S(=O)(=O)N2CCN(C(=O)c3ccccn3)CC2)cc1	-18	1	x	-3	0.3	-3	-1	-4	2
Cc1ccc2nc(SCC(=O)Nc3cccc(Cl)c3)nc(=O)n2c1	8	7	-24	0	7.5	-9	-1	-6	3
CC1CCCN(S(=O)(=O)c2coc(C(N)=O)c2)C1 (stereo not drawn)	9	5	-4	-1	0.3	-13	5	7	1
Cc1cccc(-c2nc(CN3CCN(Cc4cccc(F)c4)CC3)c(C)o2)c1	19	-4	-17	-5	3.7	6	-8	-12	1
Nc1nnc(SCc2ccc(F)cc2)n1-c1ccccc1	6	4	-5	-4	0.4	-5	0	-1	4
Cc1ccc(/C=C/C(=O)Nc2cccc(S(=O)(=O)N3CCOCC3)c2)o1	7	2	-7	-11	0.6	-4	-2	1	0
CC1CCCCC12NC(=O)N(CC(=O)OCc1ccccc1Cl)C2=O (stereo not drawn)	1	-3	x	-5	1.7	5	-4	2	0
CCC1CCCCN1CCCNC(=O)c1ccc(CS(=O)(=O)c2ccccc2OC)o1 (stereo not drawn)	9	0	-11	-6	0.6	0	-4	-19	0
CC1=C(C(=O)N2CCCCCC2)CC(CC(=O)NCCc2ccccn2)C(=O)N1Cc1ccccc1 (stereo not drawn)	19	4	x	-4	-0.1	-34	-18	-26	35
Cc1ncc([N+](=O)[O-])n1CCOC(=O)c1cc(Cl)cc(Cl)c1N	20	5	-7	-7	3.1	-5	-12	0	1
Oc1ccc(/C=N/NC(=S)NCc2ccco2)cc1	6	2	-7	2	0.3	-1	-7	0	2
Cc1cc(C)c(S(=O)(=O)c2c(C)cccc2C)c(OCC(C)C)n1	5	1	5	-6	0.2	-13	-11	-10	3
CC(C)(C)c1ccc(OCC(=O)O)cc1	1	6	-2	-1	0.4	-4	-1	-12	2

Next entries
mol	M1 PAM parental	M1 PAM	CHO parental Ca	M1 ag	CHO-K1 Ca ag	CHRM1 antagonist	TAAR1 antag	CHO-K1 Ca antag	TAAR1 agonist
COc1ccccc1CCCNC(=O)C1CCC(=O)N(CCc2cccc(F)c2)C1 (stereo not drawn)	-6	4	-25	-2	0.8	-8	-19	-17	1
CCOC(=O)c1ccc(NC(=O)CC2C(=O)OCCN2CC)cc1 (stereo not drawn)	10	5	1	-4	0.2	-3	-5	4	2
O=C(CCC1CCCN(c2ncccn2)C1)N1CCN(c2ccccn2)CC1 (stereo not drawn)	17	5	-25	-6	3.2	-10	-7	-17	3
COc1cccc(C(=O)N2CCCC(CCC(=O)NCc3ccc(F)c(F)c3)C2)c1 (stereo not drawn)	21	6	-13	-6	1.0	-7	-22	-11	0
CCN1CCN(c2cc(C)c3cc(NC(=O)c4ccc5c(c4)OCO5)ccc3n2)CC1	-3	9	-14	-10	-0.5	-11	2	2	1
Cc1ccc(Cn2cccc(NC(=O)NC3CCCCC3)c2=O)cc1	-6	2	-32	-3	0.3	-4	-14	7	35
O=C(CN1CCN(c2ccccc2O)CC1)NC(c1ccccc1)c1ccccc1	10	6	-20	-6	0.1	-3	-12	-3	-1
Cc1ccc(NC(=O)CCC(=O)NNC(=O)c2ccccc2[N+](=O)[O-])c(C)c1	12	21	-1	-1	0.1	5	0	6	8
O=C(c1cccs1)N1CCN(c2cccc(Cl)c2)CC1	5	17	-5	2	1.7	-13	15	2	2
C=CCC[C@H](Cc1ccc(F)cc1)C(=O)OC[C@@H](Cc1c[nH]c2ccccc12)NC(=O)[C@H](CC=C)CC(=O)N(CCO)Cc1ccccc1	5	-9	4	-1	2.7	24	65*	-1	14
Cc1ccc(-c2noc(-c3ccoc3C)n2)cc1	5	6	-5	-2	-0.2	-3	-21	-1	5
Cc1nc(Nc2ccccc2)sc1-c1ccccc1	-12	-5	-14	-4	-0.3	-1	-8	14	-1
Cc1ccc(C(=O)N(CC(=O)NC2CCCC2)c2ccccc2F)s1	3	0	x	-2	0.3	8	-14	6	2
COCCCn1ccc(O)c(Cc2ccc(F)cc2)c1=O	15	11	-2	-1	0.5	-6	-3	-11	1
CC(=O)Oc1ccc(-c2cc3ccccc3oc2=O)cc1	-7	3	-4	-2	-0.1	-2	-37	8	-2

Next compounds:
mol	M1 PAM parental	M1 PAM	CHO parental Ca	M1 ag	CHO-K1 Ca ag	CHRM1 antagonist	TAAR1 antag	CHO-K1 Ca antag	TAAR1 agonist
CCNc1nc(SC(C)C(=O)OC)nc(N2CCOCC2)n1 (stereo not drawn)	8	6	-9	-2	0.3	-7	-5	-13	5
Cn1c(CCN2CCCCC2)nc2cc(NC(=O)NC3CCCCC3)ccc21	18	-10	-10	-5	-0.4	12	-5	-21	5
CN(CC(=O)Nc1ccccc1C(=O)NC1CC1)Cc1ccc(N(C)C)cc1	-7	8	-23	-2	0.6	-5	10	-3	2
O=C(Nc1ccc(F)cc1)c1sc(Cl)nc1-c1ccccc1	22	5	-28	-9	2.4	-14	-26	-18	8
Cc1oc2c(c(=O)c1C)C(=O)CC(c1ccccc1)C2 (stereo not drawn)	-9	17	-5	2	-0.5	-8	2	15	10
Cc1ccc(-c2nnc(Nc3ccc(C(N)=O)cc3)c3ccccc23)cc1S(=O)(=O)NCC1CCCO1 (stereo not drawn)	12	9	-12	-7	0.5	-14	14	-13	1
FC(F)Sc1nnc(-c2cccs2)n1-c1ccccc1	4	1	-9	-6	4.6	-1	-4	-1	4
COc1cc(CNCc2ccccn2)ccc1OCc1ccc(Cl)c(Cl)c1	13	3	-2	0	5.1	10	-3	4	33
O=C(COC(=O)c1n[nH]c2ccccc12)c1cc(F)ccc1F	-2	3	-21	-1	1.1	-2	20	3	2
N#Cc1ccc(CCc2ccccc2)[nH]c1=O	20	6	x	0	0.1	-8	-2	-8	0
CCCCN=C(C)C1=C(O)CSC1=O	18	2	-17	-1	0.7	-14	-3	-6	1
Cc1ccc(C)c(NC(=O)C(OC(=O)c2ccc(C)s2)c2ccccc2)c1 (stereo not drawn)	4	4	-5	-3	-0.3	-3	14	-6	-2
Nc1cccc2c1C(=O)N(C(=O)c1cccc(S(=O)(=O)N3CCCC3)c1)C2=O	19	3	-18	-4	0.8	-2	-35	-18	3
COc1ccc(CNC(=O)C2CCC(=O)N(C3CCCCCC3)C2)c(OC)c1 (stereo not drawn)	-1	2	x	-2	0.7	-4	-9	-12	0
Cc1ccc(NC(=O)C2CCN(S(=O)(=O)c3cccc4cccnc34)CC2)nc1	11	-3	-18	2	4.4	-7	38	0	13

More structures follow:
mol	M1 PAM parental	M1 PAM	CHO parental Ca	M1 ag	CHO-K1 Ca ag	CHRM1 antagonist	TAAR1 antag	CHO-K1 Ca antag	TAAR1 agonist
CCc1nnc(NC(=O)CCC(=O)N2CCC(Cc3ccccc3)CC2)s1	9	-1	-3	-2	2.0	-2	-12	-16	-4
CC(C)Oc1ccc(CC2CCC(=O)N(C)C2=O)cc1 (stereo not drawn)	23	1	0	-7	1.0	-2	-6	-15	0
O=C(CSS(=O)(=O)O)N1CCN(C(=O)c2ccoc2)CC1	10	13	-8	1	0.5	-12	-5	-12	14
Cc1cccc(C(=O)NCC(=O)OCC(=O)N2CC3(C)CC2CC(C)(C)C3)c1 (stereo not drawn)	-1	7	-9	-8	0.3	-16	8	4	7
N#Cc1cccc(NC(=O)COC(=O)c2cccc(N3C(=O)c4ccccc4C3=O)c2)c1	19	-6	-8	-8	9.5	6	60*	0	8
O=C(Nc1ncccc1O)c1ccc(C(=O)c2ccccc2)cc1	16	7	-1	0	1.2	-9	-36	-6	0
O=C(CCN1C(=O)C2CCCCC2C1=O)Nc1ccc(Br)cc1F (stereo not drawn)	6	9	-15	-3	1.4	-17	-11	-18	1
CCCCn1c(=O)[nH]c(=O)c2c1nc(-c1cc(Br)c(OCC)c(OC)c1)n2C	27	14	-3	-4	0.8	-13	-18	-21	0
COc1ccccc1OCC(=O)Nc1cc(C(F)(F)F)ccc1-n1cncn1	11	-2	-10	-4	2.2	1	3	2	3
CC(=O)Nc1ccc(NC(=O)C(C)OC(=O)CN(C)S(=O)(=O)c2ccc(Cl)cc2)cc1 (stereo not drawn)	2	-2	-11	-3	0.1	-11	4	-2	2
CN(CC(=O)Nc1ccccc1Br)C(=O)c1cccc(S(=O)(=O)NCc2ccccc2)c1	1	6	-10	1	3.1	-5	-13	-8	5
COc1ccc(C2=NN(C(=O)CSc3nc4ccccc4s3)C(c3ccc(F)cc3)C2)cc1 (stereo not drawn)	27	2	4	-8	0.6	-2	-18	-9	9
O=C(CCc1ccc(Oc2cc([N+](=O)[O-])cc([N+](=O)[O-])c2)cc1)Nc1cccc(Cl)c1	14	-13	25	-7	2.2	9	23	8	3
Cc1cc(NC(=O)CN(C)C)c([N+](=O)[O-])cc1C	14	3	-11	-2	0.3	-5	18	-11	5
CC(=O)c1ccc(N2C(=O)C3C4C=CC(CC4)C3C2=O)cc1 (stereo not drawn)	18	4	-7	-1	3.2	-8	-9	-11	6

Single records, as listed above. Order of screens: M1 PAM parental | M1 PAM | CHO parental Ca | M1 ag | CHO-K1 Ca ag | CHRM1 antagonist | TAAR1 antag | CHO-K1 Ca antag | TAAR1 agonist
Shown for CCOC(=O)c1ccc(NC(=O)CC2C(=O)OCCN2CC)cc1 (stereo not drawn) → 10 | 5 | 1 | -4 | 0.2 | -3 | -5 | 4 | 2
Shown for O=C(CCN1C(=O)C2CCCCC2C1=O)Nc1ccc(Br)cc1F (stereo not drawn) → 6 | 9 | -15 | -3 | 1.4 | -17 | -11 | -18 | 1

(continued)
mol	M1 PAM parental	M1 PAM	CHO parental Ca	M1 ag	CHO-K1 Ca ag	CHRM1 antagonist	TAAR1 antag	CHO-K1 Ca antag	TAAR1 agonist
CN(C)S(=O)(=O)c1ccc(C(=O)OCC(=O)NCc2ccco2)cc1	11	7	-15	-10	0.1	-5	-4	-12	3
COc1ccc(-c2nc(S(=O)(=O)c3ccccc3)c(N3CCN(C)CC3)o2)cc1	2	-5	x	-1	0.6	7	-4	-2	1
COc1cc(C(=O)NCC(=O)OCC(=O)c2ccc[nH]2)cc(OC)c1OC	19	9	-19	-2	0.9	-5	-14	-13	13
CSCC[C@H](NC(=O)Nc1ccc(Oc2ccccc2)cc1)C(=O)O	17	7	-7	2	7.0	-13	-35	-2	2
S=C(NCC1CCCCC1)Nc1cccnc1	11	6	-5	-1	0.5	5	-3	-6	6
Cc1cc(OCC(=O)NCCCN2CCCC2=O)c2c(C)cc(=O)oc2c1	10	19	-3	1	-0.6	-11	-5	12	0
Nc1ccc2c(c1)COC2=O	6	9	2	-1	0.3	-5	-12	-1	1
